IL-2 act: activators of IL-2; IL-2 activation reporter assay, cell-based qHTS; stimulated with anti-CD3/CD4/CD28 beads; in transgenic mouse T cells; activation, % (series mostly up to about 46 µM); 0.065% of 360,000 active; AID 652025; in the data active means activation above about 50%; inconclusive means mostly about 30% to 49%; further: 0% is about no effect
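Using fluorescent plate cytometry, EGFP and DsRed are detected in transgenic mouse T cells stimulated 18 h at 37 degrees C with antibody-coated beads after 60 min compound pretreatment.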
PLK1 PBD inh: PLK1 (human) polo-box domain binding inhibition; 2.8% of 360,000 active; Plk1 PBD binding of FITC phosphopeptide, fluorescence polarization; AID 720504; Potency, µM, inactives show max response, negative = inhibition, most hits filed as inhibitors; P53350; further: potency means the concentration at half of the fitted maximal effect; series mostly up to about 57 µM; on the % scale 0 is the no-effect control and ±100 the full control effect; nearly all actives have a fitted effect of over 65% in size
GLP1R inv ag: acts as inverse agonist at human GLP-1 receptor. HEK293 GLP-1R CRE-luciferase, luminescence, 24 h; GLP-1R form is constitutively active. P43220. Potency, µM (doses to about 38.3 µM), for inactives: top-dose activity change, negative = inhibition, actives largely listed as inhibitors. 1.6% of 410,000 active; further: potency means the concentration at half of the fitted maximal effect; on the % scale 0 is the no-effect control and ±100 the full control effect; nearly all actives have a fitted effect of over 55% in size
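Constitutively active GLP-1R drives a cAMP-responsive luciferase in stably transfected HEK293 cells; test compounds are added after overnight (12 h) attachment and left 24 hr, and signal loss in luminescence marks inhibition.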
PI5P4Ka inh: PI5P4K alpha (human) kinase inhibition; max response, %; 1.2% of 330,000 active; P48426; AID 652105; PI5P4Kalpha enzyme, ADP-Glo luminescence, 60 min; stronger effect = lower value; active means max response of -50% or lower; inconclusive means between -30% and -50%; inactive means -30% or higher; further: value at the top dose of about 77 µM; on the % scale 0 is the no-effect control and ±100 the full control effect
Target sequence (P48426 whole entry, looked up): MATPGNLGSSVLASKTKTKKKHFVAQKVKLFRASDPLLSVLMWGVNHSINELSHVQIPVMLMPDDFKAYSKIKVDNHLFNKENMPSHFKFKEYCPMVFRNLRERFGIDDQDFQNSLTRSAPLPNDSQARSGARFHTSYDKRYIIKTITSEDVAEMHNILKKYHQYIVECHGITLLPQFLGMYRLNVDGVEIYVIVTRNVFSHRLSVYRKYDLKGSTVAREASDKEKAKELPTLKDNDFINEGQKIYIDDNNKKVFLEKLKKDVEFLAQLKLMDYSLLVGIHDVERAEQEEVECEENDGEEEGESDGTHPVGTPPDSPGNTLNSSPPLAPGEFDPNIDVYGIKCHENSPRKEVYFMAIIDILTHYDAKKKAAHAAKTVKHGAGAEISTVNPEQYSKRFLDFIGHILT
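Controls without substrate or without enzyme flank wells where PI5P4Kalpha converts substrate using 5 microM ATP (final). Incubation lasts 60 minutes at room temperature; ADP formed is read by ADP-Glo luminescence.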
EPAC1 agonist: activates human EPAC1 exchange factor. O95398. EPAC1 agonist qHTS, biochemical assay; response scale: 100% = response to 6.5 mM cAMP. Potency, µM (top dose mostly 154 µM), for inactives: at the top dose activation, hits mostly activators. 0.073% of 360,000 active. AID 720707; further: potency means the concentration at half of the fitted maximal effect; nearly all actives have a fitted effect of over 60% in size
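Compounds were pinned as a concentration titration into mixtures of EPAC1 (100 nM), BODIPY-GDP-loaded Rap1B (250 nM) and GDP (50 uM). After 5 min at room temperature, fluorescence was followed for 30 min; activity was scaled to 6.5 mM cAMP.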
GLP1R ag: activates the human GLP-1 receptor | 0.007% of 380,000 active | P43220 | HEK293 GLP-1R CRE-luciferase, luminescence, 4-6 h; cells express a hypersensitive GLP-1R form | Potency, µM (titrated, usually from 45.6 µM), without a hit: top-dose activation, hits mostly activators; further: potency means the concentration at half of the fitted maximal effect; % of control where 0% means no effect
PTHR1 agonist: agonists of human PTHR1 parathyroid hormone receptor; Q03431; HEK293 GP2 PTHR1 cells, GloSensor cAMP luminescence, 1 h; Potency, µM (top dose mostly 115 µM), for inactives: at the highest dose activation, usual class: activators; 0.075% of 410,000 active; further: potency means the concentration at half of the fitted maximal effect; nearly all actives have a fitted effect of over 55% in size; some results filed as inactive show a strong effect at the top dose; inactives centre near -15; many of its hits are not listed in these tables
Target sequence (Q03431 whole entry, looked up): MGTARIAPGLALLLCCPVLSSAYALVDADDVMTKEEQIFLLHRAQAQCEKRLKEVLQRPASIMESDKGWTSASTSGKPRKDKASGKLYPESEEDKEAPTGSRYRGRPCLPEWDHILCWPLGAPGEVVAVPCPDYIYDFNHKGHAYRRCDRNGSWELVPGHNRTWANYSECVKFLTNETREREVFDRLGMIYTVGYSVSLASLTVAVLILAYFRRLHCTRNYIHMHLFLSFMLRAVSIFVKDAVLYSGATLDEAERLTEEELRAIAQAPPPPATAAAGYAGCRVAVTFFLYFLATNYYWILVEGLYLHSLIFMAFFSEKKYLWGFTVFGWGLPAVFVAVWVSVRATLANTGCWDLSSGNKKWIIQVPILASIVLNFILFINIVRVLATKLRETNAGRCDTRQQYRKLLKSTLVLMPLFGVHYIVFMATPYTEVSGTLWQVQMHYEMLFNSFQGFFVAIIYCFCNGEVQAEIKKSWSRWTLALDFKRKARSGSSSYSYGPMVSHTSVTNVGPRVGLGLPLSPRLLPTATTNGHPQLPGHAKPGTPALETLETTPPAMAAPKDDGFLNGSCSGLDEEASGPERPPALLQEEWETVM
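HEK-293-derived GP2 cells expressing PTHR1 and a GloSensor cAMP reporter, 3,000/well, plated overnight, given luciferin plus IBMX (each 0.5 mM as added) for 1 h at 37 °C, then compound for 1 h at 37 °C. Luminescence was read after 15 min at room temperature.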
GLP1R cytotox: cytotoxicity in counter-screen for GLP-1R inverse agonists | HEK293 cAMP-luciferase reporter cells, luminescence, 24 h | Potency, µM (top dose mostly 38.3 µM), inactives show top-dose activity change, negative = inhibition, hits mostly inhibitors | 0.13% of 410,000 active | AID 624418;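 further: loss of luciferase light is scored as toxicity; potency means the concentration at half of the fitted maximal effect; on the % scale 0 is the no-effect control and ±100 the full control effect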
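1536-well qHTS counterscreen of the MLSMR; 200 cells/uL, 12 h pre-incubation, 23 nL cpd, 24 h at 37 deg C 5% CO2, luciferase detection reagent, 12 min RT, luminescence. Inhibition = undesired.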
EPAC1 antag: blocks human EPAC1 exchange factor. O95398. EPAC1 GEF assay, Rap1b-BODIPY-GDP exchange fluorescence. Potency, µM (top dose mostly 115 µM), for inactives: at the highest dose activity change, negative = inhibition, usual class: inhibitors. 0.14% of 360,000 active. AID 720709;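 further: potency means the concentration at half of the fitted maximal effect; plate controls were vehicle for no effect and positive control for full effect; nearly all actives have a fitted effect of over 50% in size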
Active calls of the source: *; i = inactive; ? = inconclusive; · = no result given; & = joins results of further samples; [ ] = another dose, or the depositor's remark. Unless noted, the call rests on the fitted dose curve; in most records, active means well fitted curve in the direction sought with a large enough effect; inconclusive means small, poorly fitted or top-dose-only effect, or another doubt; inactive means no such curve, though single readings can be large; an effect the other way counts as inactive or inconclusive. These rows are one share of the data; the hit share may differ from the screen's.

Every second line gives: GLP1R inv ag	PI5P4Ka inh	GLP1R cytotox	PTHR1 agonist	PLK1 PBD inh	EPAC1 antag	GLP1R ag	EPAC1 agonist	IL-2 act
O=C(Cn1cnc2c(nnn2-c2ccccc2)c1=O)NCc1ccco1
    -3.8%	1.3	2.4%	i	-7.7%	3.5%	3.0%	3.9%	-2.3
CCCCc1ccc(NC(=O)Nc2cccnc2)cc1
    7.08µM*	10.1	2.2%	i	-7.9%	-10.3%	-3.0%	10.8%	-2.0
Nc1nc2ncccn2c1-c1ccc(F)cc1
    12.9%	-3.2	52.7%[activator]	i	-7.8%	3.4%	·	7.4%	-0.2
CN(CC(=O)O/N=C(\N)c1ccc([N+](=O)[O-])cc1)S(=O)(=O)c1ccccc1
    0.0%	·	1.1%	9.3%[57.5 µM]	-2.1%	14.4%	1.2%	7.6%	-1.8
COc1ccc(C(=S)N2CCN(c3ccccc3Cl)CC2)cc1OC
    ?	-8.4	1.0%	i	9.47µM*	0.9%	-2.0%	1.7%	-2.6
Cc1ccccc1/C=C/c1nc2ccccc2c(=O)n1Cc1ccccc1
    ?	-14.3	-3.9%	i	-8.5%	-20.8%	2.7%	10.1%	-2.4
O=[N+]([O-])c1ccc(Cc2ccc([N+](=O)[O-])cc2)cc1
    17.6%	-2.1	-1.2%	i	-5.6%	-1.6%	10.4%	9.9%	-0.6
O=C(C1CCN(S(=O)(=O)N2CCCCC2)CC1)N1CCCCC1
    22.1%	0.2	4.1%[1.53 µM]	-11.5%	9.4%	9.3%	7.7%	2.5%	2.5
CC1CCN(S(=O)(=O)c2ccc3[nH]c(=O)cc(C(=O)O)c3c2)CC1
    6.8%	·	-13.1%	i	-7.4%	2.2%	1.1%	17.3%	-3.0
COC(=O)CC(NS(=O)(=O)c1cccs1)c1ccccc1Cl (configuration not stated)
    -7.9%	·	12.5%	i	-6.4%	-9.5%	4.2%	9.7%	0.5
CC(N=Cc1cccc(O)c1O)c1ccccc1 (configuration not stated)
    22.6%	·	-20.0%	i	?	?	-2.1%	3.2%	-0.1
O=C(Oc1ccccc1C(=S)N1CCOCC1)c1ccccc1
    -8.9%	-18.0	5.1%	0.0%	?	1.5%	9.3%	11.2%	-2.7
CN(C)C(CNc1ncnc2sccc12)c1ccccc1 (configuration not stated)
    -28.7%	-2.6	-8.9%	-4.6%	-6.9%	7.7%	10.7%	7.8%	-0.7
Cc1ccnc2nc(C(=O)OCC(=O)N(C)C3CCCCC3)nn12
    6.0%	-6.3	-2.8%	24.5%	1.7%	5.0%	-2.7%	-8.3%	-2.9
CC1(C)CC(NC(=O)C(F)(F)F)CC(C)(C)N1OC(=O)c1ccco1
    0.0%	0.5	6.0%	27.6%[57.5 µM]	-4.0%	2.5%	2.9%	3.5%	-1.0
CN(C)N=C1c2cc(S(=O)(=O)N3CCOCC3)ccc2-c2ccc(S(=O)(=O)N3CCOCC3)cc21
    0.3%	-0.9	-3.7%	-20.0%	-3.7%	22.8%	-2.1%	3.1%	1.1
CCN(N=O)[C@@H](Cc1ccccc1)CN(N=O)[C@@H](Cc1ccccc1)CN(C)N=O
    -2.1%	2.8	7.8%	?	-4.2%	-4.1%	-3.6%	3.2%	0.2
CCOC(=O)c1nnn2c1nc(N1CCCCC1)c1ccccc12
    14.9%	2.8	17.5%	-3.4%	5.9%	2.2%	3.9%	-1.7%	-0.6
CC(C)c1ccc(S(=O)(=O)N2CCN(C(=O)[C@@H]3CCCN3C(=O)c3cccs3)CC2)cc1
    -5.4%	5.0	2.5%	-20.0%	-5.0%	12.1%	3.2%	0.7%	-3.6
CCN(CC(=O)Nc1ccc(NC(C)=O)cc1)CC(=O)Nc1ccc(F)c(Cl)c1
    -7.9%	-0.8	-3.7%	-2.1%	-0.3%	?	0.1%	4.0%	-1.1
CCN(CC)C(=O)COc1ccc(CC(=O)O)cc1OC
    7.4%	1.0	-2.8%	i	0.7%	2.5%	0.2%	3.7%	1.1
Cc1ccc(CNC(=O)COc2ccc(C)nc2[N+](=O)[O-])cc1
    25.6%	-0.3	-6.6%	-15.3%	-1.9%	-2.8%	19.1%	-6.0%	-2.3
CC1CCN(C(=O)C2CCN(c3ncnc4c3nc3n4CCCCC3)CC2)CC1
    ?	-4.9	3.6%	-8.9%	-11.6%	-18.4%	-5.1%	1.9%	-0.6
COc1cc(OC)cc(-c2c(-c3ccc(F)cc3)c3cc(-c4ccc(OC)nc4)ccc3n2C)c1
    ?	4.1	-13.7%	i	-0.8%	-8.8%	2.2%	-15.7%	0.8
Cc1cnc(N)nc1-c1ccccc1
    10.2%	0.7	5.9%	i	-4.4%	-5.0%	0.7%	-5.7%	-1.9
O=C(CCCCn1c(=O)c2ccccc2n(Cc2ccc(Cl)cc2)c1=O)NCc1ccccc1Cl
    12.3%	·	-5.8%	-11.8%	·	·	-4.1%	·	·
COc1cccc(C(=O)Cn2c(=O)n(CCC(=O)NCC3CCCO3)c(=O)c3cc(OC)c(OC)cc32)c1 (configuration not stated)
    -31.2%	9.5	-19.0%	i	-0.2%	-17.9%	3.6%	6.6%	0.3
COc1ccc(-c2nc(N)nc(C(F)(F)F)c2-c2ccccc2OC)c(O)c1
    ?	6.7	-7.7%	-6.8%	-9.6%	?	8.3%	-1.0%	-1.2
Cc1ccc(Cl)cc1NC(=O)CN1C(=O)COc2ccc(S(=O)(=O)N3CCOCC3)cc21
    -15.3%&-4.6%	4.8	5.3%&-1.5%	?	-23.9%	-12.3%	-2.2%	-10.5%	-0.5
CCCOc1ccc(Br)cc1/C=N/O
    ?	0.7	2.8%	-11.7%	-3.0%	?	1.1%	5.8%	-0.3

Compound profiles, from the list above. Order of screens: GLP1R inv ag, PI5P4Ka inh, GLP1R cytotox, PTHR1 agonist, PLK1 PBD inh, EPAC1 antag, GLP1R ag, EPAC1 agonist, IL-2 act
Profile of `O=C(CCCCn1c(=O)c2ccccc2n(Cc2ccc(Cl)cc2)c1=O)NCc1ccccc1Cl` : 12.3%, ·, -5.8%, -11.8%, ·, ·, -4.1%, ·, ·
Profile of `CCCOc1ccc(Br)cc1/C=N/O` : ?, 0.7, 2.8%, -11.7%, -3.0%, ?, 1.1%, 5.8%, -0.3

Additional records:
Every second line gives: GLP1R inv ag	PI5P4Ka inh	GLP1R cytotox	PTHR1 agonist	PLK1 PBD inh	EPAC1 antag	GLP1R ag	EPAC1 agonist	IL-2 act
COc1ccc(CC(N)c2csc(NC(=O)Cc3ccccc3)n2)cc1 (configuration not stated)
    ?	23.8	-9.0%	-22.5%	-4.5%	-7.9%	-1.5%	1.6%	-0.6
CSc1ncnc2c1ncn2CCCN[C@H](C)c1cccc2ccccc12
    ?	0.0	-2.1%	-15.5%	-5.7%	-16.0%	12.9%	7.7%	3.4
CC(C)(C)OC(=O)NCc1ccc(NC(=O)c2nc[nH]c2C(=O)NCCNC(=O)c2[nH]cnc2C(=O)Nc2ccc(CNC(=O)OC(C)(C)C)cc2)cc1
    ?	-11.5	2.6%	-22.3%	1.8%	-21.2%	-4.3%	-29.3%	-0.2
S=C(NCc1ccco1)N1CCN(Cc2ccc(Cl)cc2Cl)CC1
    ?	3.3	-7.8%	-5.0%[57.5 µM]	?	-20.3%	-3.0%	2.2%	-0.8
Cc1cc(C)c(NC(=O)C(C)c2cccc(C(=O)c3ccccc3)c2)c(C)c1 (configuration not stated)
    ?	·	26.4%	-17.7%	-6.7%	-21.0%	-2.3%	14.7%	-0.8
CC(Oc1ccccc1)C(=O)Nc1ccc(F)c(S(=O)(=O)N2CCOCC2)c1 (configuration not stated)
    -13.4%	-0.3	-6.5%	-12.1%	-0.7%	-17.1%	3.5%	4.3%	-5.5
CCn1c(SCC(=O)NCc2ccc(F)cc2)nc2c(c1=O)SC(C)C2 (configuration not stated)
    32.9%[activator]	1.8	-1.0%	-2.2%	-5.3%	-2.0%	10.6%	-1.7%	-1.2
CSc1ncnc2c1ncn2CCCNCc1ccc2c(c1)OCO2
    13.9%	2.0	1.4%	-21.5%	1.6%	17.1%	-2.5%	-5.7%	0.3
CC(=O)n1cc([C@H]2C=C(C(=O)N3CCOCC3)O[C@@H](OCc3ccc(CO)cc3)C2)c2ccccc21
    18.1%	5.7	?	-15.8%	-7.0%	9.2%	13.3%	14.6%	-0.6
O=C(COC(=O)Cc1n[nH]c(=O)c2ccccc12)Nc1c(Br)cc([N+](=O)[O-])cc1Br
    2.1%	-2.8	8.1%	-27.4%	-7.2%	-14.2%	0.3%	14.9%	0.4
CC(Sc1ncnc2sc(-c3ccccc3)cc12)C(=O)NCC1CCCO1 (configuration not stated)
    ?	2.0	20.0%	-9.7%	-7.7%	-7.1%	4.2%	4.1%	-6.4
COc1ccc(NC(=O)CN2C(=O)NC3(CCCCC3C)C2=O)cc1OC (configuration not stated)
    1.8%	-2.2	-6.8%	i	-0.5%	3.9%	-7.8%	0.8%	-0.1
O=S1(=O)CCN(OCc2ccc(F)cc2Cl)CC1
    2.6%	-0.1	3.8%	-15.9%	-7.4%	1.6%	30.3%	-3.5%	-1.1
Cc1ccc(S(=O)(=O)NCC(=O)N2CCN(S(=O)(=O)c3ccc(Cl)cc3)CC2)cc1C
    9.0%	2.4	2.7%	-7.3%	-1.5%	6.7%	-0.7%	-7.1%	1.0
CCOC(=O)[C@]12CCCC=C1N(Cc1ccco1)C(=O)[C@H](CC(=O)NCCCN1CCCC1=O)C2
    27.7%	1.0	4.0%	-12.1%	-2.3%	-10.7%	-1.3%	1.1%	-0.5

Bioassay records: PubChem BioAssay, National Center for Advancing Translational Sciences (NCATS)
